From PubChem
TrxR1 substrate = qHTS Assay for Substrates of Mammalian Selenoprotein Thioredoxin Reductase 1 (TrxR1): qHTS | Thioredoxin reductase 1, cytoplasmic (Rattus norvegicus), O89049 | purified TrxR1 substrate turnover, NADPH consumption readout | Potency, µM (top dose mostly 114 µM), for inactives: top-dose activity change, negative = substrate turnover | 390,000 compounds, 0.01% hits; also: potency is read from the fitted curve at half-maximal effect; % is scaled to controls: 0 for no effect and ±100 for the full control effect; nearly all actives have a fitted effect of over 50% in size
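Rat TrxR1, dispensed at 90 nM, was prereduced with 400 uM NADPH (final) for 5 min at ~22 deg C, then incubated with compound 15 min before 400 uM selenite. A first-read NADPH fluorescence drop versus no-compound background flagged substrates.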
Pin1 inh = qHTS Assay to Find Inhibitors of Pin1; Peptidyl-prolyl cis-trans isomerase NIMA-interacting 1 (Homo sapiens), Q13526; Pin1 FP peptide displacement, HiFluor488, 10 min; Potency, µM (series often up to 115 µM), inactives show top-dose activity, negative = inhibition, usual class: inhibitors; 390,000 compounds, 0.009% hits; AID 504891, 2011; active = well fitted inhibition curve with a large enough effect in the polarisation, with a control signal flat, not every such curve was filed as active; inconclusive = small, poorly fitted or top-dose-only effect, or effect the other way, or a change in a side signal; inactive = no such curve, though single readings can be large or run the other way; the % refers to the polarisation; also: potency is read from the fitted curve at half-maximal effect; % is scaled to controls: 0 for no effect and ±100 for the full control effect
Target sequence (Q13526 whole entry, looked up): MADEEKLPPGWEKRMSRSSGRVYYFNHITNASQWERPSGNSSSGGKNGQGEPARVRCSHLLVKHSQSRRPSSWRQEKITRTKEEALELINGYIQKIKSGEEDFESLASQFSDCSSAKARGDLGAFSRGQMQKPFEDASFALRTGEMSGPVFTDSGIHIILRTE
PGK inhibitor = qHTS Assay to Find Inhibitors of Phosphoglycerate Kinase | Phosphoglycerate kinase, glycosomal (Trypanosoma brucei brucei), P07378 | PGK/GAPDH coupled, Kinase-Glo luminescence, 60 min | Potency, µM (titrated, usually from 57.5 µM), inactives show at the highest dose activity change, negative = inhibition, hits mostly inhibitors | 380,000 compounds, 0.043% hits | AID 602233, 2012; also: potency is read from the fitted curve at half-maximal effect; % is scaled to controls: 0 for no effect and ±100 for the full control effect; nearly all actives have a fitted effect of over 60% in size
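Luminescent ATP detection (Kinase-Glo Plus) follows a 60-minute room-temperature incubation, with wells lacking PGK as controls. Buffer: 100 mM TEA (pH 7.6), 5 mM MgCl2, 0.01% Tween-20. Coupling enzyme GAPDH (100 nM final) supplies unstable 1,3-BPG in-well.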
USP1-UAF1 inh = Inhibitors of USP1/UAF1: Primary Screen; recombinant USP1/UAF1, Ub-Rhodamine cleavage fluorescence; Ubiquitin carboxyl-terminal hydrolase 1 (Homo sapiens), O94782; 390,000 compounds, 0.23% hits; Potency, µM (series often up to 57.1 µM), without a hit: at the highest dose activity change, negative = inhibition, hits mostly inhibitors; also: potency is read from the fitted curve at half-maximal effect; % is scaled to controls: 0 for no effect and ±100 for the full control effect; nearly all actives have a fitted effect of over 60% in size; inactives centre near -12
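High-throughput fluorogenic screen: 1nM USP1/UAF1 complex, Ub-Rho substrate 150nM final, 50mM HEPES pH 7.8 with 0.5mM EDTA, 0.1 mg/ml BSA, 1mM TCEP and 0.01% Tween-20.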
HP1b binding inh = HTS for Inhibitors of HP1-beta Chromodomain Interactions with Methylated Histone Tails | AlphaScreen HP1-beta / biotin-H3K9me3 peptide binding | 390,000 compounds, 0.56% hits | AID 540317, 2011 | Chromobox protein homolog 1 (Homo sapiens), P83916 | Potency, µM (titrated, usually from 114 µM), for the others: at the top dose activity change, negative = inhibition, actives largely listed as inhibitors; also: potency is read from the fitted curve at half-maximal effect; nearly all actives have a fitted effect of over 70% in size; inactives centre near 23
Target sequence (P83916 whole entry, looked up): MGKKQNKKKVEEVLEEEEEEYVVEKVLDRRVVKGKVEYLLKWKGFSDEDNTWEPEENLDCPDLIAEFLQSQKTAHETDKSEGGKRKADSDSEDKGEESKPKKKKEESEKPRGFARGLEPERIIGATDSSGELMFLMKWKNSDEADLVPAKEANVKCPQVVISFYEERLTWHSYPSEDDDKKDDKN
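AlphaScreen: HP1-beta (50 nM) preformed 30 min with biotin-H3(1-18)K9me3 peptide (50 nM) in PBS pH 7.4, 0.01% Tween-20. Compound added for 30 min at RT, then streptavidin donor/nickel chelate acceptor beads (10 ug/mL) for 30 min.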
PI4K2A inh = qHTS for small molecular inhibitors of PI4K2A; purified PI4K2A, ADP-Glo luminescence, 1 h; stronger effect = lower value; 420,000 compounds, 0.13% hits; AID 1346378, 2018; activity change, negative = inhibition, % at 76.9 µM; in the data active = activity change below about -50%; inconclusive = mostly about -30% to -49%;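 also: -100% = wells without enzyme as full effect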
Target sequence (Q9BTU6 whole entry, looked up): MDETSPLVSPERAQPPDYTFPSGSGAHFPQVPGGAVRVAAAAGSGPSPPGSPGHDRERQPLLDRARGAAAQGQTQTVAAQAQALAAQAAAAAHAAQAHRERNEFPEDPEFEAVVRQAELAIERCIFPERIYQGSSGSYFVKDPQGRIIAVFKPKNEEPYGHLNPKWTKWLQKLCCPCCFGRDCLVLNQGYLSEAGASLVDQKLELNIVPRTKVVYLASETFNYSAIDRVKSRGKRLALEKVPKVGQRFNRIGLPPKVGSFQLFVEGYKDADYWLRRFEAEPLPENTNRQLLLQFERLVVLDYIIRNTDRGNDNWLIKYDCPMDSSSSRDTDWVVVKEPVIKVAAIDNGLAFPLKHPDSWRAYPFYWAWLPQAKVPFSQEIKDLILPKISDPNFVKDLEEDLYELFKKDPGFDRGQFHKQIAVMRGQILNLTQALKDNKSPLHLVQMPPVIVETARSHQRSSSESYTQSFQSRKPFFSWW
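PI4K2A activity was measured by ADP-Glo luminescence: enzyme (4 ug/mL stock) and phosphatidylinositol (1.2 mM stock) in Tris pH 7.5/MgCl2/EGTA/Triton X-100 buffer were reacted with ATP (300 microM stock) for one hour at ambient temperature.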
TrxR1 inh = qHTS Assay for Inhibitors of Mammalian Selenoprotein Thioredoxin Reductase 1 (TrxR1): qHTS; recombinant rTrxR1, NADPH fluorescence consumption, selenite substrate; Potency, µM (titrated, usually from 114 µM), inactives show at the top dose activity change, negative = inhibition, most hits filed as inhibitors; 390,000 compounds, 1% hits; AID 588453, 2011; also: potency is read from the fitted curve at half-maximal effect; % is scaled to controls: 0 for no effect and ±100 for the full control effect; nearly all actives have a fitted effect of over 65% in size
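Rat TrxR1 (90 nM in the dispensed reagent) was pre-reduced with 400 uM NADPH for 5 min at room temperature, then incubated with compound for 15 min. After 400 uM selenite was added, NADPH fluorescence (Ex 340/Em 450 nm) was followed for 8 min.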
GLS inh = qHTS for Inhibitors of Glutaminase (GLS). Glutaminase kidney isoform, mitochondrial (Homo sapiens), O94925. GLS enzymatic activity, qHTS titration. Potency, µM (top dose mostly 45.5 µM), without a hit: at the top dose activity change, negative = inhibition, hits mostly inhibitors. 410,000 compounds, 0.21% hits; also: potency is read from the fitted curve at half-maximal effect; % is scaled to controls: 0 for no effect and ±100 for the full control effect
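Human kidney-isoform GLS in 45 mM KH2PO4 pH 8.2, 0.02% Tween-20, with compound, started with 1mM L-Glutamine (added stock). Glutamate oxidase/HRP/Amplex red coupled fluorescence read at start and after 30 min at RT.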
IDH1 R132H inh = qHTS for Inhibitors of mutant isocitrate dehydrogenase 1 (IDH1): qHTS; Isocitrate dehydrogenase [NADP] cytoplasmic (Homo sapiens), O75874; IDH1-R132H enzyme, NADPH consumption, diaphorase/resazurin fluorescence; Potency, µM (titrated, usually from 76.6 µM), inactives show at the highest dose activity change, negative = inhibition, usual class: inhibitors; 390,000 compounds, 0.093% hits; also: potency is read from the fitted curve at half-maximal effect; % is scaled to controls: 0 for no effect and ±100 for the full control effect; nearly all actives have a fitted effect of over 65% in size
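IDH1-R132H (0.5 ug/mL dispensed) in pH 7.5 Tris buffer was preincubated 30 min with compound, then given a substrate mix of 0.016 mM NADPH and 2 mM alpha-KG for 80 min at room temperature; remaining NADPH was read by diaphorase/resazurin fluorescence.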
The depositor's hits bear a star; i = inactive; ? = inconclusive; . = not tested or not shown; & = joins results of further samples; [ ] = dose if it differs, or a comment. Unless noted, calls follow the shape of the dose curve; as a rule, active = well fitted curve in the direction sought with a large enough effect; inconclusive = small, poorly fitted or top-dose-only effect, or another doubt; inactive = no such curve, though single readings can be large; an effect the other way counts as inactive or inconclusive. Only part of the results is shown. The share of hits here may be higher or lower than overall.

1) FC(F)Oc1ccccc1NC(=S)Nc1cccnc1
2) CCOc1ccc(OCc2cccc(C(=O)Nc3ccc(CN4CCCCC4)cc3)c2)cc1
3) Cc1nn(C(C)C(=O)NNC(=S)Nc2ccc(Cl)cc2)c(C)c1[N+](=O)[O-] (configuration not stated)
4) COCCCN(C(=S)Nc1c(C)cc(C)cc1C)C(C)c1ccccn1 (configuration not stated)
5) CCC(=O)NC(=S)N1CCN(c2ccc([N+](=O)[O-])cc2Cl)CC1
6) Cc1cc(C)c(S(=O)(=O)N2CCCC(C(=O)N3CCCC3)C2)c(C)c1 (configuration not stated)
Assay by compound	1	2	3	4	5	6
HP1b binding inh	45%[activator]	?	3%	6%	-6%	35%
PI4K2A inh	6	-2	-2	-5	5	5
GLS inh	-4%	7%	11%	0%	12%	-3%
PGK inhibitor	0%	-7%	-5%	i	-4%	-5%
Pin1 inh	1%	-2%	-3%	-7%	-1%	-10%
USP1-UAF1 inh	-17%	-16%	-1%	-10%	-4%	-15%
TrxR1 substrate	3%	-9%	8%[57.1 µM]	2%	1%[57.1 µM]	4%
TrxR1 inh	-15%	0%	-20%	7%	16%[57.1 µM]	7%
IDH1 R132H inh	20%	-2%	11%	-2%	-1%	9%

7) CCOC(=O)c1cc(-c2ccc(F)cc2)n(CC(=O)NC(C)CC)c1C (configuration not stated)
8) O=C(Nc1ccc(Br)cc1)Nc1ccccc1F
9) COc1ccc(CNC(=O)c2cccc(N3CCCC3=O)c2)cc1
10) CNc1nc(C)c(C#N)cc1C(C)=O
11) Cc1ccc(C)c(-c2nnc(NC(=O)CCS(=O)(=O)c3ccccc3)o2)c1
12) CC(=O)N1CC2(CC(c3ccccc3F)=NO2)CN1c1ccc(Cl)cc1 (configuration not stated)
Assay by compound	7	8	9	10	11	12
HP1b binding inh	25%	37%	28%	63%[activator]	44%[activator]	.
PI4K2A inh	-3	-3	7	2	1	3
GLS inh	-2%	-2%	-4%	-10%	-6%	-2%
PGK inhibitor	8%	-6%	-6%	-1%	i	7%
Pin1 inh	-7%	2%	-5%	7%	13%	.
USP1-UAF1 inh	-5%	-11%	-7%	-13%	-18%	8%
TrxR1 substrate	0%	2%	8%[57.1 µM]	18%	-3%	.
TrxR1 inh	17%	24%	7%[57.1 µM]	8%	-12%	.
IDH1 R132H inh	-7%	10%	1%	3%	6%	7%

13) COc1cc(C(=O)NC(=S)N(C)Cc2ccccc2)cc(OC)c1OC
14) CN(C)c1nc(N)nc(/C(C#N)=C/C2CC3C=CC2C3)n1 (configuration not stated)
15) CN(C)S(=O)(=O)Oc1ccc(C(=O)Nc2ccc([N+](=O)[O-])cc2)cc1
16) COc1ccc(CCNC(=O)C2CCN(S(=O)(=O)N3CCC4(CC3)OCCO4)CC2)cc1OC
17) O=C(c1ccc(C(F)(F)F)cc1)C1CCCN(C(=O)CN2C(=O)CSC2=O)C1 (configuration not stated)
18) Clc1ccc(-c2nnc3sc(-c4ccc(Br)o4)nn23)c(Cl)c1
Assay by compound	13	14	15	16	17	18
HP1b binding inh	6%	24%	23%	25%	41%[activator]	35%
PI4K2A inh	-4	-3	-2	-2	2	-5
GLS inh	8%	-2%	0%	-1%	-3%	9%
PGK inhibitor	-1%	-1%	-10%	-10%	2%	-4%
Pin1 inh	6%	?	-1%	-1%	-2%	?
USP1-UAF1 inh	-1%	-23%	-12%	-14%	-1%	1%
TrxR1 substrate	-4%[57.1 µM]	1%	-3%	1%	-4%	-2%
TrxR1 inh	-6%[57.1 µM]	?	24%	1%	3%	5%
IDH1 R132H inh	-19%	8%	-2%	-2%	0%	4%

19) CN(C)N1C(=O)CC(N2CCCCC2)C1=O (configuration not stated)
20) CCOc1ccccc1CNC(=O)c1ccc2c(c1)N(CC)CCS2
21) O=C(NNC(=O)c1cccc(S(=O)(=O)N2CCCCC2)c1)c1ccccc1
22) CCc1nn(CC(=O)NC(C)CC)c(=O)c2cc3occc3n12 (configuration not stated)
23) CC1=C(C(=O)Nc2ccccc2)C(c2ccc(C)o2)n2c(s/c(=C\c3ccco3)c2=O)=N1 (configuration not stated)
24) COc1ccccc1CNC(=O)c1ccc2c(c1)N(Cc1c(F)cccc1Cl)C(=O)CS2
Assay by compound	19	20	21	22	23	24
HP1b binding inh	30%	10%&-6%	17%	32%	19%	24%
PI4K2A inh	-1	-6&-5	-3	4	-27	6
GLS inh	-2%	16%&5%	11%	-9%	-19%	-13%
PGK inhibitor	13%	-6%	i	i	-3%	1%
Pin1 inh	-9%	-1%&-1%	-5%	-4%	42%[activator]	32%[activator]
USP1-UAF1 inh	-19%	-9%&2%	-10%	-19%	?	-20%
TrxR1 substrate	7%[57.1 µM]	77%[activator][57.1 µM]	1%	1%	-17%	-1%
TrxR1 inh	8%[57.1 µM]	43%[activator][57.1 µM]	20%	11%	?	-43%[2.29 µM]
IDH1 R132H inh	4%	-9%	-8%	0%	2%	-9%

25) N/C(Cc1cccs1)=N\OC(=O)COc1ccc(Br)cc1Cl
26) CC(=O)NCCC(=O)Nc1cccc(S(=O)(=O)N(C)c2ccccc2)c1
27) CCOCCCNC(=O)c1cccc(NC(=O)C2=C(C)OCCS2)c1
28) CCOCCCNC(=O)c1ccc2nc(CCc3ccccc3)oc2c1
29) COc1cc2c(cc1OC)CN(C(C)C(=O)Nc1cccc(S(=O)(=O)N3CCOCC3)c1)CC2 (configuration not stated)
30) COc1cc(OC)cc(C(=O)NCC2CCCO2)c1 (configuration not stated)
Assay by compound	25	26	27	28	29	30
HP1b binding inh	303%[activator]	12%	30%	20%[57 µM]	41%[activator]	21%
PI4K2A inh	5	-1	5	-5	-1	-3
GLS inh	15%	-2%	2%	10%	-3%	-1%
PGK inhibitor	4%	-2%	-7%	9%	i	-10%
Pin1 inh	-10%	-4%	-3%	-5%	4%	-7%
USP1-UAF1 inh	-20%	-17%	-22%	-22%	-19%	-19%
TrxR1 substrate	-6%	-9%	3%	5%[57.1 µM]	-1%	9%
TrxR1 inh	-3%	-2%	12%	16%[57.1 µM]	-9%	10%
IDH1 R132H inh	0%	4%	-9%	9%	8%	0%

31) COc1ccc(OC2CCN(S(=O)(=O)c3ccc(F)cc3)CC2)cc1
32) S=c1[nH]nc(-c2ccncc2)n1Cc1ccccc1
33) Cn1cc(Cl)c(C(=O)OCC(=O)Nc2cccc(Cl)c2)n1
34) Cc1ccc(F)cc1NC(=O)CSCc1c(C)noc1C
35) CN(CCOc1ccccc1)CC(=O)Nc1ccc(Br)cc1F
36) Nc1ccn(C2OC(COC(=O)C34CC5CC(CC(C5)C3)C4)C(O)C2O)c(=O)n1 (configuration not stated)
37) COc1ccc(OCC(=O)Nc2ccc3c(c2)nc(CCN2CCC(C)CC2)n3C)cc1
Assay by compound	31	32	33	34	35	36	37
HP1b binding inh	38%	26%	24%	22%	97%[activator]	27%	26%
PI4K2A inh	4	-3	-1	-2	4	1	-3
GLS inh	6%	21%	5%	1%	6%	1%	-3%
PGK inhibitor	7%	-2%	6%	-8%	1%	-1%	1%
Pin1 inh	?	1%	1%	-3%	2%	1%	-5%
USP1-UAF1 inh	-13%	2%	-19%	-21%	-9%	-12%	-28%
TrxR1 substrate	-3%	8%	11%	6%	-1%	3%	1%
TrxR1 inh	28%	-7%	18%	11%	3%	2%	8%
IDH1 R132H inh	-4%	-2%	8%	3%	7%	0%	-8%

3 entries out of the list, sorted by SMILES length, descending:
37) COc1ccc(OCC(=O)Nc2ccc3c(c2)nc(CCN2CCC(C)CC2)n3C)cc1
35) CN(CCOc1ccccc1)CC(=O)Nc1ccc(Br)cc1F
34) Cc1ccc(F)cc1NC(=O)CSCc1c(C)noc1C
Assay by compound	37	35	34
HP1b binding inh	26%	97%[activator]	22%
PI4K2A inh	-3	4	-2
GLS inh	-3%	6%	1%
PGK inhibitor	1%	1%	-8%
Pin1 inh	-5%	2%	-3%
USP1-UAF1 inh	-28%	-9%	-21%
TrxR1 substrate	1%	-1%	6%
TrxR1 inh	8%	3%	11%
IDH1 R132H inh	-8%	7%	3%
